Bioassay records deposited in PubChem by Sanford-Burnham Center for Chemical Genomics.
MIN6 prolif: inducers of beta-cell replication in MIN6 cells. 330,000 compounds, 0.29% hits. proliferation, % at 10 µM. MIN6 cells proliferation, ATPlite luminescence, 48 h; cells starved in 0.2% serum; 100% = growth in 10% serum. AID 2380;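 active = compounds whose signal lies at least 3.5 SD above the mean of all wells on their plate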;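 also: 0% = DMSO-treated cells in low-serum medium and 100% = 10% serum control; some compounds called inactive have numbers as strong as hits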
APOBEC3A inh: inhibitors of human APOBEC3A DNA deaminase; recombinant A3A, FAM/TAMRA ssDNA deamination fluorescence; P31941; inhibition, % at 20 µM; 330,000 compounds, 0.41% hits; AID 493011;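 active = at least 40% inhibition at 20 µM here, with at most 30% in a related deaminase screen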;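 also: plate controls were A3A with DMSO for no effect and wells lacking A3A enzyme for full effect; some results filed as inactive read as strong as hits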
Target sequence (P31941 whole entry, looked up): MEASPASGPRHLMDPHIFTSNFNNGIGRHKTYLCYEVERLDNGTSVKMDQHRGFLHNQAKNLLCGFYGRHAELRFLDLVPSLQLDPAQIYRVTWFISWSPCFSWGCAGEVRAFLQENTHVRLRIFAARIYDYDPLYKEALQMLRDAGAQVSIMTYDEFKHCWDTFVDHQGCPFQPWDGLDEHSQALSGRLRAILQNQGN
mIAP activ: increases mouse intestinal alkaline phosphatase activity | 330,000 compounds, 0.24% hits | activation factor at 10 µM | muIAP, CDP-Star luminescence, 30 min; active compounds read high; 1 = vehicle-only enzyme signal, 0 = enzyme-free wells;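 active = activation factor of at least 2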; also: the source names both 10 and 20 µM as test concentration; values of inactives mirror those of a sister screen read the other way
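Assay system: mouse IAP enzyme; Reagent: CDP-Star chemiluminescent phosphatase substrate; Compound: DMSO-dissolved test compounds; Incubation: 30 min, room temperature; Technique: luminescence from enzymatic CDP-Star hydrolysis; Controls: DMSO-only wells and no-enzyme negative control.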
TIM10 inh: growth inhibitors of TIM10 yeast strain. inhibition, % at 10 µM. AID 463195. 330,000 compounds, 1.4% hits. S. cerevisiae TIM10 strain growth, BacTiter-Glo luminescence, 24 h;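 active = inhibition of 40% or more at the single tested concentration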;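 also: wild-type TIM10 isogenic control strain grown at permissive 25 °C; 0% = DMSO yeast wells and 100% = minimal medium wells without yeast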
tim10-1 inh: growth inhibitors of tim10-1 mutant yeast. S. cerevisiae tim10-1 ts strain growth, BacTiter-Glo, 24 h. inhibition, % at 20 µM. 330,000 compounds, 2.2% hits;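 active = inhibition of at least 40%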;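 also: mutant grown at 25 °C; 0% = DMSO wells with yeast and 100% = wells holding no yeast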
hIAP inh: blocks human intestinal alkaline phosphatase; P09923; purified IAP, CDP-Star luminescence, 30 min; inhibition, % at 10 µM; 330,000 compounds, 0.12% hits; AID 2544;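 active = inhibition reaching a set limit with compound at 10 µM in the primary screen, cut at about 35% in these data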;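 also: plate controls were DMSO wells with enzyme for no effect and no-enzyme buffer wells for full effect; values of inactives mirror those of a sister screen read the other way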
Target sequence (P09923 whole entry, looked up): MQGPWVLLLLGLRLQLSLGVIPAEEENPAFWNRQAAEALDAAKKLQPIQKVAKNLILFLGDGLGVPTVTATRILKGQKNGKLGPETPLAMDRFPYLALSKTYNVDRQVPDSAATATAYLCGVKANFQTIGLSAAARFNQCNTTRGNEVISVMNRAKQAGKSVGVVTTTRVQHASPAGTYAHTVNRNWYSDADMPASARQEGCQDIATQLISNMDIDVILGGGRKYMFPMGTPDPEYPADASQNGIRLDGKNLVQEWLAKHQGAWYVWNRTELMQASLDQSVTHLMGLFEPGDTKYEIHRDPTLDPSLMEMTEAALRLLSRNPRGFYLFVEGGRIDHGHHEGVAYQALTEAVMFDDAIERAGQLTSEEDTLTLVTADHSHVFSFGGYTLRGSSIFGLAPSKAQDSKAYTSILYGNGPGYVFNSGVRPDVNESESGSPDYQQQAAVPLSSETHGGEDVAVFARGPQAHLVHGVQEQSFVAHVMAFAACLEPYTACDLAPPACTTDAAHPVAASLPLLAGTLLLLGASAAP
NLRP3 yeast inh: NALP3 inhibition in yeast. Yeast reconstituted NLRP3/ASC/caspase-1, beta-gal luminescence, 24 h. inhibition, % at 10 µM. 330,000 compounds, 0.39% hits. AID 2825;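 active = inhibition of 50% or more; inactive = inhibition below 50%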;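 also: plate controls were induced DMSO wells for no effect and uninduced yeast grown without galactose for full effect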
A3G deaminase: inhibitors of human APOBEC3G DNA deaminase; Q9HC16; recombinant A3G, ssDNA deamination FAM/TAMRA fluorescence; inhibition, % at 20 µM; 330,000 compounds, 0.28% hits; AID 493012;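 active = inhibition of at least 40% at 20 µM, with no more than 30% in the related APOBEC3A deaminase screen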;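 also: plate controls were DMSO wells with A3G for no effect and wells lacking A3G enzyme for full effect; some compounds called inactive have numbers as strong as hits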
mIAP block: mouse IAP inhibition; purified mouse IAP, CDP-Star luminescence, 30 min; 330,000 compounds, 0.2% hits; inhibition, % at 10 µM;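 active = inhibition of at least 40% at 10 µM in the primary screen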;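 also: plate controls were DMSO with enzyme for no effect and no enzyme wells for full effect; values of inactives mirror those of a sister screen read the other way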
The depositor's hits bear a star.

entry | SMILES | MIN6 prolif | APOBEC3A inh | mIAP activ | TIM10 inh | tim10-1 inh | hIAP inh | NLRP3 yeast inh | A3G deaminase | mIAP block
1 | Cc1cc(C)c(S(=O)(=O)N2CCN(C(=O)N3CCOCC3)CC2)c(C)c1 | -1 | -8 | 0.96 | 7 | -3 | -10 | 9 | -5 | 4
2 | N#CC1=C(N)Oc2[nH]c(=S)[nH]c(=O)c2C12C(=O)Nc1ccccc12 (stereo not given) | 0 | 1 | 1 | 4 | 6 | -17 | 0 | 9 | 0
3 | Clc1cccc(-c2ccc(CNCCCN3CCOCC3)o2)c1 | -3 | -3 | 1 | -181 | -36 | 17 | 15 | -4 | -5
4 | COC(=O)COc1ccc(NC(=O)C(c2ccccc2)c2ccccc2)cc1 | -4 | 0 | 1.1 | 16 | 20 | 19 | 12 | 5 | -13
5 | O=[N+]([O-])c1ccc(CSc2ccc(S(=O)(=O)N3CCCCCC3)cn2)cc1 | -4 | -4 | 0.86 | 17 | 28 | -5 | 29 | -11 | 14
6 | C=CCCC(=O)N1CCCC(Cc2cccc(Cl)c2)(C(=O)OCC)C1 (stereo not given) | 2 | -5 | 1 | 6 | 11 | -11 | 4 | 8 | -5
7 | COc1ccc(OCC(O)CNC(=O)c2sccc2Cl)cc1 (stereo not given) | -1 | -4 | 0.99 | 9 | -22 | 22 | 16 | -3 | 1
8 | COc1ccc(CC(=O)NCc2ccc(F)cc2)cc1S(=O)(=O)N1CCOCC1 | 0 | -3 | 1 | -3 | -5 | 1 | 8 | -4 | -3
9 | COc1ccc(/C=C/C(=O)OC2CCCCC2CN(C)C)cc1 (stereo not given) | 1 | 6 | 0.95 | -16 | -7 | 3 | 1 | 3 | 5
10 | CSc1ccc(S(=O)(=O)Nc2ccc(F)cc2)cc1 | -4 | 1 | 1.1 | 10 | 11 | -6 | 11 | -3 | -9
11 | Cc1nc(N)sc1N=Nc1ccc(F)cc1 | -3 | 10 | 0.8 | 20 | 19 | 29 | 41 | -9 | 20
12 | COc1cc(C2C(C(=O)c3cccs3)=C(O)C(=O)N2c2cc(C)on2)ccc1O (stereo not given) | -1 | -2 | 0.98 | 3 | 19 | 5 | 2 | -3 | 2
13 | Oc1ccc(Cl)cc1N=Nc1ccccc1 | 3 | -6 | 0.86 | -2 | 4 | 15 | 9 | -7 | 14
14 | Cc1ccccc1-n1c(SC(C)C(N)=O)nnc1-c1cccnc1 (stereo not given) | -1 | -2 | 0.98 | 6 | -5 | 7 | 24 | -5 | 2
15 | Cc1cccc(OCCNC(=O)c2cc(-n3cnnc3)ccc2Cl)c1 | 1 | -2 | 0.98 | -2 | -8 | 9 | -7 | -9 | 2
16 | CCOC(=O)C1CCCN(C(=O)CSc2nc(C)cc(C)n2)C1 (stereo not given) | -3 | -4 | 1.1 | -1 | 18 | 2 | 28 | -8 | -8
17 | O=C(NC12CC3CC(CC(C3)C1)C2)N1CCCC(CO)C1 (stereo not given) | 1 | -3 | 1.1 | -16 | 11 | -15 | 4 | -6 | -8
18 | COc1ccc(C2C=C(c3ccc(Br)cc3)Nc3nc(NS(C)(=O)=O)nn32)cc1 (stereo not given) | -3 | -5 | 0.95 | 11 | 13 | 1 | -13 | -6 | 5
19 | O=C(Nc1ccc(Nc2ccccc2)cc1)c1ccc(Cl)c([N+](=O)[O-])c1 | -5 | -1 | 0.83 | 23 | 46* | -1 | 24 | -4 | 17
20 | COc1ccc(N(CC(=O)NCCSCc2ccc(C)cc2)S(=O)(=O)c2ccccc2)cc1 | -4 | 2 | 1.1 | 17 | 9 | -10 | 4 | 0 | -6
21 | COc1ccc(Br)cc1CSC(=N)N | -3 | -1 | 0.91 | -11 | -3 | 2 | -12 | -8 | 9
22 | CCCCNc1c([N+](=O)[O-])ncn1C | 1 | 1 | 1 | -9 | -2 | 8 | -3 | -5 | -3
23 | O=C(O)c1cccc(N/N=C/c2cc(Br)cc(Br)c2O)c1 | -6 | 0 | 0.88 | 26 | 49* | 4 | -1 | -6 | 12
24 | CCN(CC(=O)Nc1ccc(NC(C)=O)cc1)C(=O)CCCOc1cccc(C)c1 | -7 | -1 | 0.97 | 8 | 6 | -4 | 5 | -6 | 3
25 | CC(C)CCC(C(=O)NC(C)c1ccccc1)C(=O)NC(C)c1ccccc1 (stereo not given) | -4 | 1 | 1.2 | 15 | -11 | -57 | 0 | -8 | -20
26 | CS(=O)(=O)N1CCN(C(=O)c2ccc(F)cc2)CC1 | 1 | -1 | 1 | -8 | -11 | -1 | 15 | -10 | 0
27 | CSc1nc2sc3c(c2c(=O)[nH]1)CCC3 | 0 | -4 | 1 | 4 | 2 | 10 | 3 | -3 | -2
28 | CCCCc1cc(=O)oc2cc(C)cc(OC(C)C(=O)NCc3cccnc3)c12 (stereo not given) | 0 | 2 | 0.95 | 9 | -10 | 18 | 6 | 4 | 5
29 | O=[N+]([O-])c1ccc(Cl)c(S(=O)(=O)Nc2ccc(S(=O)(=O)N3CCOCC3)cc2)c1 | 0 | 0 | 0.88 | -3 | -1 | 12 | 14 | -4 | 12
30 | N#Cc1c(-c2ccco2)cc(-c2cccnc2)nc1N | 2 | 19 | 1 | 7 | 14 | -15 | -1 | 31 | 0
31 | C/C(=N\Nc1nc(N2CCOCC2)nc(N2CCOCC2)n1)c1ccc([N+](=O)[O-])cc1 | -3 | 0 | 1.1 | -2 | 14 | 12 | 3 | 0 | -6
32 | COc1ccccc1/C=C/C(=O)Nc1cccnc1 | -3 | 3 | 0.98 | 10 | -3 | 21 | 8 | 9 | 2
33 | COC(=O)c1ccccc1-n1c(CCC(=O)O)ccc1-c1ccc(F)cc1 | 0 | -3 | 0.91 | 8 | 31 | 4 | -10 | -5 | 9
34 | Fc1ccc(OCCOCCN2CCNCC2)cc1 | -1 | 0 | 0.97 | -7 | -10 | 0 | 9 | -1 | 3
35 | CCOc1ccc(S(=O)(=O)N2CCC(C(=O)NCC(=O)Nc3cccc(Cl)c3C)CC2)cc1 | 1 | -5 | 1.2 | 11 | 13 | -1 | 5 | -8 | -20
36 | CC(C)CCn1c(SCC(=O)N2CC(=O)Nc3ccccc32)nc2scc(-c3cccs3)c2c1=O | -3 | 2 | 1.2 | -17 | -18 | -4 | -5 | -10 | -21
37 | COc1cccc(C(=O)N2c3ccccc3Sc3ccccc32)c1 | -4 | -1 | 1 | 9 | 3 | -10 | -27 | -5 | 0
38 | COc1ccccc1N1CCN(C(=O)c2cc3c(=O)n(C)c4ccccc4c3n2C)CC1 | 2 | 4 | 1.1 | 13 | 27 | -3 | 8 | -1 | -11
39 | Cc1onc(-c2ccc(Cl)cc2Cl)c1-c1csc(N/N=C/c2ccccc2)n1 | -5 | -4 | 1 | -2 | 11 | 1 | 4 | -7 | -3
40 | CC(C)(C)NC(=O)Nc1ccc2nccnc2c1 | -2 | 2 | 0.97 | -6 | 4 | -17 | 5 | -5 | 3
41 | CCCCCCCCCCCCCCCC[n+]1ccc(/C=N/O)cc1 | -3 | 2 | 0.78 | 50* | 15 | 1 | 56* | 4 | 22
42 | Nc1nnc(SCCN2C(=O)c3ccccc3S2(=O)=O)s1 | -1 | 40 | 0.92 | 4 | -8 | -3 | 21 | 1 | 8
43 | CC(C)[C@H](NC(=O)c1ccccc1)C(=O)NCCc1ccccc1 | 1 | 22 | 1 | -20 | 3 | -26 | 15 | -1 | -5
44 | COc1ccc(C2=NO[C@@H]3C(=O)N(c4ccc(C)cc4C)C(=O)[C@H]23)cc1OC | -3 | -8 | 1 | 14 | 17 | 6 | 7 | -4 | -4
45 | O=C(NNc1nc2cc3c(cc2s1)OCO3)c1ccccc1 | 1 | -2 | 1 | -4 | -8 | -51 | 7 | -6 | -3
46 | O=C(O)CC(c1ccc(Cl)cc1)N1C(=O)CCC1=O (stereo not given) | 1 | -3 | 0.91 | 10 | 10 | 1 | 1 | -4 | 9
47 | Cc1nn2c(=O)cc(CSc3nc4ccccc4[nH]3)nc2s1 | 4 | -2 | 1.1 | -3 | 6 | 26 | 8 | -4 | -10
48 | COc1ccc(/C=N/NC(=O)C[n+]2ccccc2)c(OC)c1 | 0 | 3 | 1.1 | -8 | -2 | -3 | 25 | -7 | -7
49 | c1ccc(-c2ccc(CN3C[C@@H]4C(c5ccccc5)C5(c6ccccc6)CC4(C5)[C@H]3c3ccccc3)cc2)cc1 (stereo not given in full) | -2 | -2 | 0.94 | 12 | -8 | 7 | 26 | -11 | 6
50 | COc1cccc(Nc2nc(C)cc(C)c2C#N)c1 | 2 | -2 | 0.9 | 23 | 13 | 3 | 25 | -3 | 10
51 | COc1ccc(Nc2nc(-c3ccc(OC)cc3)cs2)cc1 | -3 | -1 | 0.83 | 8 | 12 | 4 | -2 | -2 | 17
52 | COc1ccc(S(=O)(=O)N(Cc2cc3ccc(OC)cc3[nH]c2=O)CC2COCCO2)cc1 (stereo not given) | -2 | -1 | 1.2 | 10 | 16 | -30 | 4 | -6 | -18
53 | CCOC(=O)N1CCN(c2cc(=O)n(-c3cccc(C)c3)c(=O)[nH]2)CC1 | -2 | 3 | 1 | 6 | 9 | -1 | 4 | -8 | 0
54 | Cc1ccc(C(=O)c2c(NC(=O)c3ccncc3)sc3c2CCCC3)cc1 | -4 | 0 | 0.89 | -38 | -9 | 16 | 17 | -5 | 11
55 | NC(=O)c1ccc(NC(=O)COC(=O)CCN=C2NS(=O)(=O)c3ccccc32)cc1 | 3 | 1 | 1.1 | -4 | -5 | 7 | -3 | 1 | -6
56 | CC1NC(=S)N(Cc2ccccc2)C1=O (stereo not given) | -1 | -1 | 0.92 | 0 | -16 | -9 | 16 | -6 | 8
57 | COCCn1c(SCC(=O)Nc2c(C)n(C)n(-c3ccccc3)c2=O)nc2ccccc2c1=O | -1 | -2 | 1.1 | -1 | -1 | 5 | 4 | -5 | -12

Structures from the list above with a cyano group (3):
entry | SMILES | MIN6 prolif | APOBEC3A inh | mIAP activ | TIM10 inh | tim10-1 inh | hIAP inh | NLRP3 yeast inh | A3G deaminase | mIAP block
2 | N#CC1=C(N)Oc2[nH]c(=S)[nH]c(=O)c2C12C(=O)Nc1ccccc12 (stereo not given) | 0 | 1 | 1 | 4 | 6 | -17 | 0 | 9 | 0
30 | N#Cc1c(-c2ccco2)cc(-c2cccnc2)nc1N | 2 | 19 | 1 | 7 | 14 | -15 | -1 | 31 | 0
50 | COc1cccc(Nc2nc(C)cc(C)c2C#N)c1 | 2 | -2 | 0.9 | 23 | 13 | 3 | 25 | -3 | 10
